# PV pol inh: inhibitors of poliovirus RNA polymerase binding and polymerization | P03300 | poliovirus polymerase elongation, fluorescence polarization; hits give low values | % elongation, % (compound at 16.7 µg/mL) | 150,000 tested, 0.66% active | AID 588519; in the data active = % elongation below about 90%; note: some results filed as inactive read as strong as hits
# Target sequence (P03300 1749-2209 limits assumed): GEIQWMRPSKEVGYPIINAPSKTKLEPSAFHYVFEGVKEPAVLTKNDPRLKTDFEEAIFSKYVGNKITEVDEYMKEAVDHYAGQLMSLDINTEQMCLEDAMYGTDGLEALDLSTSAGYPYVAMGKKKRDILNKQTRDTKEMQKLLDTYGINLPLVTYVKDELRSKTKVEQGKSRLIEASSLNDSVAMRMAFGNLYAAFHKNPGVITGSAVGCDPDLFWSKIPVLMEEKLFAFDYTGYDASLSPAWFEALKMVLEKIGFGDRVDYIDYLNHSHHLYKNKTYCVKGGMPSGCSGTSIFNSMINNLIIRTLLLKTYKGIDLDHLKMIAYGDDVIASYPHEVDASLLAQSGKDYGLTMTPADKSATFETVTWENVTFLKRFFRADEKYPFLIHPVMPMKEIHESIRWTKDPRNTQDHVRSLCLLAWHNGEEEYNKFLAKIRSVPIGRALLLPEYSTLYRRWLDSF
# PV pol inh FP z-score: second read-out of PV pol inh, no call of its own (marks repeat the call); z-score; measured here: FP z-score; hits read low
# * hit, by the source's call. These rows are one share of the data; count on the stated rates, not on these rows.
# Each structure is followed by: PV pol inh FP z-score | PV pol inh
CCCCNC(=O)c1sc2nc(C)cc(C)c2c1-n1cccc1
  0.5 | 102
Cc1cnc(NS(=O)(=O)c2cccc3nonc23)c(Br)c1
  -0.5 | 100
Cc1ccc(Nc2nc(/N=C/N(C)C)n[nH]2)cc1C
  0.3 | 106
Cn1nnnc1SCC(=O)NC(=O)Nc1ccc2c(c1)OCCO2
  -0.1 | 102
Cc1ccc(-c2cc(C(=O)N3CCC(C(N)=O)CC3)c3ccccc3n2)cc1
  -0.4 | 101
CC1=C(C(=O)Nc2ccc(C)cc2)C2(CCCCC2)OC1=O
  0.5 | 103
O=S(=O)(Nc1ccc(O)c(Sc2nc3ccccc3s2)c1)c1ccccc1
  0 | 101
CCCNS(=O)(=O)c1ccc2c(c1)CCCN2C(C)=O
  -0.7 | 101
COC(=O)c1c(NC(=O)CCCOc2ccccc2C)sc2c1CCC(C)C2 (stereo not given)
  -0.3 | 103
Cc1nn(CC(C)C)c(Cl)c1C(=O)N1CCCc2ccccc21
  0.7 | 105
CCn1cc(C(=O)N2CCN(c3cc(C)ccc3C)CC2)c(=O)c2cc(S(=O)(=O)N(C)C3CCCCC3)ccc21
  0.7 | 108
CCCCOC(=O)c1ccc(NC(=O)c2cnccn2)cc1
  0.1 | 102
O=C1NCCNC1Cc1ccc2ccccc2n1 (stereo not given)
  0.2 | 105
C1CCC(N=C(NC2C3CC4CC(C3)CC2C4)N2CCOCC2)CC1 (stereo not given)
  -1 | 98
COc1ccc(Nc2ncnc3ccccc23)cc1
  0.4 | 103

# Each structure is followed by: PV pol inh FP z-score | PV pol inh
Cc1cc(C)cc(NS(=O)(=O)c2cc3c(cc2C)NC(=O)CO3)c1
  -0.3 | 105
COC(=O)Cc1[nH]n(-c2ccccc2)c(=O)c1C(C)=NCc1cccnc1
  0.8 | 104
O=C1C(c2ccc(I)cc2)=C(O)c2ccccc21
  -0.3 | 102
CN(C(=O)c1cc2c(Cl)nc3ccccc3c2s1)c1ccccc1
  -1.7 | 99
C=CCn1c(-c2ccccc2)nn(CNc2ccccc2Cl)c1=S
  0.2 | 106
COC(=O)c1cccc(NC(=O)Nc2cc(C(=O)NCc3cccc(F)c3)ccc2N2CCCC2)c1
  0 | 105
O=C(Oc1ccccc1)c1cn(-c2ccccc2)nc1-c1cccnc1
  1.4 | 105
Cc1cccn2c(=O)cc(CN3CCN(S(=O)(=O)c4ccc5c(c4)OCCCO5)CC3)nc12
  -0.4 | 99
CCOc1ccc(CNCc2c(C(=O)O)c(C)n(Cc3cccc(OC)c3)c2C)cc1OC
  -0.3 | 106
CCn1c2ccccc2c2cc(CN(C)Cc3ccccc3)ccc21
  -0.2 | 102
O=C(NCc1ccccc1)c1cc(Sc2cccc(Cl)c2)nc2ccccc12
  -0.3 | 107
N#Cc1ccccc1NC(=O)C(=O)NCCc1csc2nc(-c3cccc(F)c3)nn12
  -1 | 103
CCCCc1ccc(C(=O)Nc2ccc3nc(N4CCN(CC)CC4)cc(C)c3c2)cc1
  0.6 | 108
Cc1c(NC(=O)c2nc3ccccc3nc2N2CCCCC2)cccc1[N+](=O)[O-]
  -0.1 | 112
Cc1ccc(C(=O)NC(O)(C(F)(F)F)C(F)(F)F)cc1
  -0.2 | 100

# Each structure is followed by: PV pol inh FP z-score | PV pol inh
O=C(CCCn1c(=O)[nH]c2ccsc2c1=O)Nc1ccc(F)cc1
  -0.1 | 99
COc1ccc(-c2noc(-c3ccc(NCCc4ccccc4)c([N+](=O)[O-])c3)n2)cc1
  1.5 | 115
Cc1cnc(C(=O)OCC(=O)N2C(C)CCCC2C)cn1 (stereo not given)
  -0.6 | 98
Cc1ccc(NC(=O)C2CCCN(S(=O)(=O)c3ccc4[nH]c(=O)ccc4c3)C2)cc1Cl (stereo not given)
  0.6 | 121
Cc1ccc2nc(N3CCN(c4cccc(C)c4C)CC3)c(-n3nc(C)cc3C)nc2c1
  0.1 | 102
Cc1ccc(C(=O)Nc2ccc3oc(-c4ccccc4C)nc3c2)cc1
  -0.1 | 105
Brc1ccc(Cn2ncc3ccccc32)cc1
  -1.1 | 100
Cn1c(SCC(=O)c2ccc(Cl)s2)nnc1C1COc2ccccc2O1 (stereo not given)
  2.6 | 121
COc1ccc(-c2ccc(=O)n(CC(=O)Nc3cc(OC)ccc3OC)n2)cc1
  -0.6 | 102
CC(=O)N1CCC(=NNC(=O)c2cccc(S(=O)(=O)Nc3ccccc3Cl)c2)CC1
  0.2 | 104
O=C(OCc1nc2ccsc2c(=O)[nH]1)c1ccc(N2CCCC2=O)cc1
  -0.2 | 102
CC1CN(C(=O)COC(=O)c2ccc(NC(=O)CC#N)cc2)CC(C)O1 (stereo not given)
  1.1 | 111
CCCN(CCC)C(=O)Cn1c(=O)n(-c2ccc(CC)cc2)c(=O)c2c3c(sc21)CCC3
  0 | 106
CC1CCCCN1CCNC(=O)CCc1nnc2n(Cc3ccc(F)cc3)c(=O)c3ccccc3n12 (stereo not given)
  0.1 | 102
CN(CCOc1ccccc1)c1ccc(S(=O)(=O)N2CCCCC2)cn1
  -0.6 | 98

# Each structure is followed by: PV pol inh FP z-score | PV pol inh
COc1ccc(NC(=O)Cn2ccn(Cc3ccccc3)c(=O)c2=O)cc1Cl
  -0.8 | 102
COCCNC(=S)N1CCCC(CO)C1 (stereo not given)
  0.1 | 101
Cc1cccc(NC(=O)c2ccc(-n3cnc4cccnc43)cc2)c1C
  -0.4 | 106
O=S(=O)(c1c(F)cccc1F)N1CCCC2CCCCC21 (stereo not given)
  -0.3 | 98
Oc1ccc(Oc2c(F)c(F)c(Oc3ccc(O)cc3)c(F)c2F)cc1
  0.2 | 103
CCN1CC(O)=C(c2ccccc2)C1=N
  0.8 | 104
CCc1ccc(C(=O)NC2=NC(c3ccccc3F)CC(=O)N2)cc1 (stereo not given)
  0.3 | 107
Oc1c(C(Nc2ccccn2)c2ccccc2)ccc2cccnc12 (stereo not given)
  -0.2 | 101
Cc1cccc2nc(-c3ccccn3)c(Nc3ccc(F)cc3)n12
  3 | 120
N#CC(C(=O)c1ccco1)=C1SCCCS1
  -0.3 | 101
COc1cc(Cl)c(C)cc1NC(=O)c1cnc(N2CCCCC2)c2ccccc12
  -1.3 | 102
COc1ccc(C2(C(F)(F)F)NC(=O)C3=C(CC(C)(C)CC3=O)O2)cc1 (stereo not given)
  0 | 103
Oc1ccc(Cl)cc1-c1csnn1
  -0.7 | 100
CNC(=O)NNc1nccc(-c2cccnc2)n1
  1.1 | 105
Cc1c(N)n[nH]c1-c1cccs1
  -0.8 | 99

# Each structure is followed by: PV pol inh FP z-score | PV pol inh
CN1CCN(C(=S)SCc2nc(N)nc(Nc3ccccc3)n2)CC1
  0.2 | 103
CSc1ncc(C(=O)O)cn1
  0.3 | 102
Cc1ccc(OC(C)C(=O)Nc2nonc2-c2ccc(Cl)cc2)cc1C (stereo not given)
  0.2 | 102
Cc1ccc(-c2cc(NC(=O)c3ccccc3Cl)on2)cc1
  0.1 | 108
Cc1cc(C)c(C(N)=O)c(N2CCN(c3ccccc3)CC2)n1
  0.2 | 105
CCc1ccc(-c2nn(-c3ccccc3)cc2/C=C\C(=O)O)cc1
  0.1 | 102
CCCCOc1ccccc1C(=O)N(Cc1ccco1)Cc1sccc1C
  0.1 | 102
O=C(Nc1ccccc1C(F)(F)F)N1CCOc2ccc(Cl)cc21
  -1 | 101
Cc1nc2ccccc2c(=O)n1NC(=O)/C=C/c1ccccc1
  0 | 102
CCCN(CCC)S(=O)(=O)c1ccc(N2CCCCS2(=O)=O)cc1
  -1 | 99
NC(=O)CSc1nc2c(c(=O)n1CCc1ccccc1)SCC2
  -0.7 | 100
COc1ccc(C(CNC(=O)Cc2cccs2)N(C)C)cc1 (stereo not given)
  0.2 | 104
CC(=O)Nc1ccc(N(C)S(=O)(=O)c2ccc(C)cc2)cc1
  0.1 | 102
COc1cc(S(=O)(=O)N2CCCc3ccccc32)c(OC)cc1C
  -0.2 | 101
O=C(CC1SC(=NC2CC3C=CC2C3)NC1=O)Nc1ccc(Cl)cc1 (stereo not given)
  0 | 102

# Each structure is followed by: PV pol inh FP z-score | PV pol inh
CC(C)NC(=O)CN1C(=O)c2cccc3cccc1c23
  -0.2 | 101
COc1ccc(N(Cc2ccccc2)C(=O)c2nc(S(C)(=O)=O)ncc2Cl)cc1
  0.2 | 118
O=C(NCCO)c1ccc2c(c1)OCCOCCOCCO2
  -0.3 | 100
COC(=O)c1cc2oc(C)cc2n1CC(=O)Nc1ccc(OC)c(OC)c1
  0.8 | 109
O=C(Cn1cnc2c(oc3ccccc32)c1=O)OCc1cc(F)cc2c1OC(c1ccsc1)OC2 (stereo not given)
  0.2 | 104
Cc1cccc(NC(=O)c2ccc(-c3ccccc3)s2)c1
  -1 | 100
CC(C)Cc1ccc(S(=O)(=O)Nc2cc3c(cc2N2CCOCC2)n(C)c(=O)c(=O)n3C)cc1
  0.1 | 106
CC1CCCCC1NC(=O)COn1nnc2ccc(Cl)cc21 (stereo not given)
  -0.8 | 99
Cc1cc(C)n(CCCNc2nc(-c3cccnc3)nc3ccccc23)n1
  -0.5 | 103
Cc1ccc(-c2csc(NC(=O)C(C)C)c2C(=O)O)cc1
  -0.5 | 101
CCCOc1ccc(OC(=O)c2c(-c3ccccc3Cl)noc2C)cc1
  -1.8 | 99
O=C(Nc1cccc(F)c1)c1cc(S(=O)(=O)N2CCCCC2)ccc1F
  1 | 104
O=C(c1cnn(C(=O)CCN2CCN(c3ccccc3)CC2)c1)c1ccccc1O
  -0.6 | 98
CC(=O)c1ccc(NS(=O)(=O)c2cnc(N)nc2)cc1
  -1.3 | 102
O=C1NC(=O)C(Nc2cccc3ccccc23)S1 (stereo not given)
  -0.2 | 99

# Each structure is followed by: PV pol inh FP z-score | PV pol inh
Nc1nc(NC(=O)CCC(=O)O)nn1-c1ccccc1
  0.1 | 102
Cc1cc2n(n1)CCCN2C(=O)Nc1ccc(C)c(Cl)c1
  -0.3 | 106
Cn1cnnc1SCC(=O)Nc1ccccc1C(=O)Nc1ccc2c(c1)OCO2
  -0.2 | 101
CCCNC(=O)C(C)N1Cc2ccccc2C1=O (stereo not given)
  -1.2 | 98
C=CCNC(=O)C1C2C=CC(C2)C1C(=O)OC(C)C (stereo not given)
  -0.3 | 99
Cc1ccc(S(=O)(=O)N2CCC(C(=O)N/N=C/c3ccccn3)CC2)cc1
  0.4 | 103
Cc1nc(C(F)(F)F)nc(NNC(=O)Nc2ccccc2)c1C
  -0.6 | 99
Cc1csc(NC(=O)CSc2nc(C34CC5CC(CC(C5)C3)C4)ccc2C#N)n1
  0.3 | 106
Cc1cccc(N2CCN(c3nc4ccc(C)cc4n4cnnc34)CC2C)c1 (stereo not given)
  -0.1 | 104
Cc1nc(CCNC(=O)CC2CCCCC2)cs1
  0.4 | 101
NC(=O)COC(=O)C(c1ccccc1)c1ccccc1
  0.7 | 105
COc1ccc(N2CCN(C(=O)C3CCN(S(=O)(=O)Cc4ccccc4)CC3)CC2)cc1
  0.4 | 109
Cc1ccccc1C(=O)N/N=C1/SCC(=O)N1Cc1ccc2c(c1)OCO2
  0 | 101
CC(Cc1c[nH]c2ccccc12)NC(N)=O (stereo not given)
  0.1 | 102
COc1ccc(-c2nnc(SCC(=O)Nc3ccc(C)c(Cl)c3)nc2-c2ccc(OC)c(OC)c2)cc1OC
  1.4 | 114

# Each structure is followed by: PV pol inh FP z-score | PV pol inh
Cc1ccc(C)c(OCCn2cc(/C=C3\C(=N)N4N=C(S(C)(=O)=O)SC4=NC3=O)c3ccccc32)c1
  0.3 | 102
CCc1nnc(NC(=O)c2nc(-c3ccc(Cl)cc3)n3c2CCCCC3)s1
  0.4 | 103
COc1ccc(/C=C2\C(=O)N(c3ccc(Cl)cc3)C(c3ccc(F)cc3)S2(=O)=O)c(OC)c1 (stereo not given)
  0.1 | 102
CC(C)C(NS(=O)(=O)c1ccc2c(c1)Cc1cc(S(=O)(=O)NC(C(=O)O)C(C)C)ccc1-2)C(=O)O (stereo not given)
  -0.3 | 101
CS(=O)(=O)N1CCC(n2c(C(F)(F)F)nc3cccnc32)CC1
  0.5 | 110
C=CCN(Cc1cccs1)C(=O)Cn1c(=O)cnc2ccccc21
  0.7 | 108
N#Cc1ccsc1NC(=O)COC(=O)/C=C/c1cn(Cc2ccccc2)nc1-c1cccs1
  3.2 | 126
CC1CC(=O)C2=C(C1)Nc1ncnn1C2c1ccccc1 (stereo not given)
  -0.7 | 100
CC(C)c1ccc(NC(c2nnc(-c3ccccc3)o2)c2ccc(F)cc2Cl)cc1 (stereo not given)
  -0.5 | 104
Cc1nnc(SCc2ccc(C#N)cc2)s1
  0.1 | 100
Oc1c(Br)cc(Cl)cc1/C=N/c1ccccn1
  -9.7* | 75*
Cn1cccc1/C=C1/SC(=S)N(c2ccc(C(=O)O)cc2)C1=O
  6.6 | 125
COc1ccc(Cl)cc1NC(=O)CSc1nc2c(oc3ccccc32)c(=O)n1Cc1ccco1
  -1.9 | 99
CCOc1ccc(-c2cc(CCCC(=O)NCc3cccc(OC)c3)no2)cc1
  0.5 | 103
O=C1C2C3c4ccccc4C(c4ccccc43)C2C(=O)N1Cc1ccco1 (stereo not given)
  -0.3 | 101

# Each structure is followed by: PV pol inh FP z-score | PV pol inh
Cc1cccc(Cn2nnc3c(=O)[nH]c(C4CCCN(C(=O)c5ccccc5Cl)C4)nc32)c1 (stereo not given)
  -0.9 | 102
CCN(C(=O)/C=C/c1ccc(C(F)(F)F)cc1)C1CCS(=O)(=O)C1 (stereo not given)
  -0.4 | 100
O=C(O)C1CCCN(C(=O)c2cccc3ccccc23)C1 (stereo not given)
  -0.2 | 100
CCCCN(C)CCNC(=O)Cn1ncc2c3ccccc3n(CCC)c2c1=O
  -1.5 | 99
Cc1ccc(C(=O)CSc2ncn(-c3ccccc3)n2)c(C)c1
  -0.1 | 101
Cc1cccc(C(=O)Nc2c3c(nn2-c2ccc(Cl)cc2)CS(=O)(=O)C3)c1
  -1.9 | 96

# Bioassay records: PubChem, ICCB-Longwood Screening Facility, Harvard Medical School
